# Screening data from PubChem BioAssay.
# Myeloid diff MLP: induction of myeloid progenitor differentiation, primary screen, cell-based, flow cytometry, MLPCN library; ER-HoxA9 myeloid progenitors, lysozyme-GFP differentiation; calls only at 10 µM; 360,000 tested, 1% active; AID 624256, 2012;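 active = normalized GFP-positive differentiation at or above the plate's own cutoff, the solvent-only control mean plus 3 SD; inconclusive = no clear call, values can overlap the other calls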;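 note: cells exposed to compound for four days before flow analysis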
# MgcRacGAP inhibition: MgcRacGAP GTPase-activating activity inhibitors, confirmation, biochemical, ADP Hunter fluorescence; MgcRacGAP-stimulated Rac1 GTP hydrolysis, ADP Hunter fluorescence; higher % means a stronger effect; GST-tagged Rac1 F28L mutant substrate; Rac GTPase-activating protein 1 (Homo sapiens); inhibition, % at 30 µM; hits with a dose series show IC50 in µM; 340,000 tested, 0.6% active; AID 624330, 2012;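 active = first-screen hits whose inhibition reached a set limit at any dose in the follow-up dose series; inconclusive = inhibition above the set first-screen limit but never retested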;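 note: fluorescence reports GDP produced by GAP-driven GTP hydrolysis; strong numbers were not always called active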
# b-catenin transl: modulators of beta-catenin nuclear translocation, primary screen, imaging, HeLa cells, immunofluorescence, high-content; nuclear translocation activity, % at 5 µM; 190,000 tested, 0.3% active; AID 1665, 2009;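 active = nuclear translocation activity above 50% at 5 µM, with a well cell count of 50 or more; inconclusive = wells under 50 cells across six images, flagged as toxic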;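 note: per-cell ratio of nuclear to cytoplasmic median beta-catenin stain intensity; plate controls were DMSO negative control for no effect and GSK-3 inhibitor IX positive control for full effect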
#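 Test system: human HeLa cells, native beta-catenin. Compound dosing: 5 µM primary single dose, 0.1% DMSO, 0.02–20 µM confirmation series. Incubation: compound exposure 24 h at 37°C. Detection: beta-catenin immunostaining with DAPI counterstain, 20x imaging, 6 fields/well. Read-out basis: Nuclear/cytoplasmic beta-catenin signal ratio, % activation.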
# West Nile antiviral: West Nile virus antiviral activity, cell-based, CPE readout (AID 1621). 290,000 tested, 0.02% active. one-dose CPE inhibition, % at 10 µM; IC50 in µM for titrated hits. West Nile virus-infected cells, CPE inhibition; higher % means a stronger effect; in the data active = a potency from the dose series; inconclusive = CPE inhibition mostly from about 3.7% at the one dose, without a potency; inactive = the rest, 99 in 100 with CPE inhibition below about 2.2%; note: strong numbers were not always called active
# WT yeast gro inh: growth inhibition of WT strain, primary screen, mitochondrial fusion inhibitor project, WT and mutant strains, chemical genetic; mitochondrial fusion phenotypic screen; inhibition, % at 10 µM; 190,000 tested, 2.1% active; AID 1362, 2008; in the data active = inhibition above about 58%; tested in S. cerevisiae
# SV40 large T antigen: SV40 large T antigen inhibitors, biochemical (AID 1903); SV40 large T antigen ATPase/helicase inhibition assay; higher % means a stronger effect; 310,000 tested, 0.39% active; inhibition, % at 20 µM; hits with a dose series show IC50 in µM; in the data active = a potency from the dose series; inconclusive = inhibition mostly from about 32% at the one dose, without a potency; inactive = the rest, 99 in 100 with inhibition below about 32%; note: strong numbers were not always called active
# T cell HTS: modulators of CD8 T cell-vesicle binding, primary screen, mouse 2C CD8+ T cells, flow cytometry; AID 2052, 2009; 330,000 tested, 0.068% active; 2C CD8+ T cell-vesicle binding; stronger effect = lower value; calls only at 7 µM;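 active = response, share of CD8 T cells binding vesicles, and their 90th percentile fluorescence all below set limits, cut at about 80% in these data, passing the limit was not always enough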
#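 incubation = binding step 1.5 h, 37 °C, antibody labelling 20 min, ice | test system = 2C mouse CD8+ T cells | read-out basis = percent CD8+ FL2 mean versus row control | controls = Peptide-free naked vesicles (low) and QL9 vesicles with 0.7% DMSO vehicle (high) | detection = flow cytometry of vesicle-bound cells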
# Salmonella PhoP GFP: inhibitors of PhoP regulon expression, primary screen, Salmonella Typhimurium, GFP reporter (AID 1863); S. Typhimurium PhoP-regulated promoter GFP reporter, 4 h; higher % means a stronger effect; inhibition, % at 50 µM; hits with a dose series show IC50 in µM; 300,000 tested, 0.16% active;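 active = inhibition over 29.93%, a cutoff 3 SD above the screen mean, later confirmed by dose response; inconclusive = inhibition over 29.93% but no dose response follow-up; inactive = inhibition at most 29.93% or unconfirmed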;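 note: 0% = low Mg2+ inducing control and 100% = high Mg2+ repressing control; strong numbers were not always called active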
# RSV CPE inhibition: RSV antiviral activity via CPE protection, HEp-2 cells, primary 10 µM value included (AID 2391); 310,000 tested, 0.13% active; CPE inhibition, % at 10 µM; hits with a dose series show IC50 in µM; HEp-2 cells, RSV-induced CPE inhibition; higher % means a stronger effect; in the data active = a potency from the dose series; inconclusive = CPE inhibition mostly from about 23% at the one dose, without a potency; inactive = the rest, 99 in 100 with CPE inhibition below about 21%; note: strong numbers were not always called active
# WT yeast gro inh mutant strain: second read-out of WT yeast gro inh, no call of its own (marks repeat the call); inhibition, %; mitochondrial fusion phenotypic screen, mutant strain inhibition
# b-catenin transl cell count 5 µM: further read-out of b-catenin transl, marked with its call; cell count; measured here: cell count, cytotoxicity flag
# T cell HTS vesicle-bound %: second read-out of T cell HTS, no call of its own (marks repeat the call); double positive events, %; measured here: CD8+ vesicle-bound cell fraction;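 binding gate set so that unloaded-vesicle control wells show 10% double positive cells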
# Myeloid diff MLP GFP+ MAC1+ %: second read-out of Myeloid diff MLP, no call of its own (marks repeat the call); GFP+ MAC1+ double positive, %; measured here: differentiation confirmed by MAC1 staining
# Numbers without * were called inactive; i = inactive; u = inconclusive; x = not tested or not shown.
SMILES,Myeloid diff MLP,Myeloid diff MLP GFP+ MAC1+ %,MgcRacGAP inhibition,b-catenin transl,b-catenin transl cell count 5 µM,West Nile antiviral,WT yeast gro inh,WT yeast gro inh mutant strain,SV40 large T antigen,T cell HTS,T cell HTS vesicle-bound %,Salmonella PhoP GFP,RSV CPE inhibition
O=C(CN1CCN(Cc2ccccc2)CC1)NCCc1ccccc1,i,0.1,9%,x,x,-1.3%,x,x,14%,i,32,4%,-2.3%
Brc1cnc(N2CCCC2)nc1N1CCCCC1,i,1.2,4%,-2.0,1148,-0.7%,24,31,-1%,i,32,1%,2.9%
Cc1cc(C)n(-c2ccc(C(=O)N3CC(C)OC(C)C3)cc2)n1 (stereo unspecified),i,0.5,4%,-5.2,1099,-0.3%,-9,-23,3%,i,39,14%,2.3%
CC(C)(C)c1ccc(NNC(=O)C2CCC2)cc1,i,0.6,5%,2.0,1320,1.4%,x,x,9%,i,34,-1%,x
CCCCNC(=O)CCc1c(C)nc2c(c(C)nn2-c2ccccc2)c1C,i,0.5,5%,x,x,-0.6%,x,x,17%,i,32,8%,3.6%
COc1ccccc1CNC(=O)C1CCN(C(=O)NC2CCCCC2)CC1,i,0.2,3%,1.5,1081,-0.4%,-4,14,16%,i,46,-4%,0.4%
CCn1ncc(C2=NOC(C(=O)NCCc3ccccc3)C2)c1C (stereo unspecified),i,9.3,0%,x,x,0.1%,2,5,0%,i,8,3%,-1.1%
CC1CN(C(=O)CCC(=O)NCc2ccccc2)c2cc(Cl)ccc2O1 (stereo unspecified),i,2.0,20%,x,x,-0.2%,x,x,4%,i,40,x,3.4%
FC(F)(F)c1cccc(NC(=S)N2CCN(c3ccccn3)CC2)c1,i,0.2,13%,-0.4,1497,-0.7%,-5,18,6%,i,62,-1%,9.3%
C/C(=N\Nc1ccccc1[N+](=O)[O-])c1ccc(N2CCOCC2)cc1,i,0.4,1%,-3.4,1094,-0.5%,12,15,-7%,i,17,-6%,0.8%
O=C(NCCc1ccccc1)C(=O)Nc1ccc([N+](=O)[O-])cc1,i,0.5,9%,-0.2,1491,-0.1%,18,-13,6%,i,47,6%,0.8%
O=C(O)CCSc1nnc(SCC(=O)NCC(F)(F)F)s1,i,0.3,8%,-0.7,972,0.0%,0,-8,15%,i,23,1%,2.1%

# A draw from above in order of molar mass, smallest number first.
SMILES,Myeloid diff MLP,Myeloid diff MLP GFP+ MAC1+ %,MgcRacGAP inhibition,b-catenin transl,b-catenin transl cell count 5 µM,West Nile antiviral,WT yeast gro inh,WT yeast gro inh mutant strain,SV40 large T antigen,T cell HTS,T cell HTS vesicle-bound %,Salmonella PhoP GFP,RSV CPE inhibition
CC(C)(C)c1ccc(NNC(=O)C2CCC2)cc1,i,0.6,5%,2.0,1320,1.4%,x,x,9%,i,34,-1%,x
Brc1cnc(N2CCCC2)nc1N1CCCCC1,i,1.2,4%,-2.0,1148,-0.7%,24,31,-1%,i,32,1%,2.9%
O=C(NCCc1ccccc1)C(=O)Nc1ccc([N+](=O)[O-])cc1,i,0.5,9%,-0.2,1491,-0.1%,18,-13,6%,i,47,6%,0.8%
O=C(O)CCSc1nnc(SCC(=O)NCC(F)(F)F)s1,i,0.3,8%,-0.7,972,0.0%,0,-8,15%,i,23,1%,2.1%
CC1CN(C(=O)CCC(=O)NCc2ccccc2)c2cc(Cl)ccc2O1 (stereo unspecified),i,2.0,20%,x,x,-0.2%,x,x,4%,i,40,x,3.4%

# (continued)
SMILES,Myeloid diff MLP,Myeloid diff MLP GFP+ MAC1+ %,MgcRacGAP inhibition,b-catenin transl,b-catenin transl cell count 5 µM,West Nile antiviral,WT yeast gro inh,WT yeast gro inh mutant strain,SV40 large T antigen,T cell HTS,T cell HTS vesicle-bound %,Salmonella PhoP GFP,RSV CPE inhibition
COc1ccc(Cl)cc1S(=O)(=O)Nc1ccc(Cl)cn1,i,0.6,-4%,x,x,0.5%,x,x,12%,i,16,-4%,3.5%
O=C(NCCc1ccccc1)c1ccc2c(c1)N(Cc1ccccc1)CCS2,i,1.5,9%,x,x,0.9%,x,x,6%,i,4,-4%,22%
COc1ccc(N(C(=O)Cc2cccs2)C(C(=O)NC2CCCC2)c2ccncc2)cc1OC (stereo unspecified),i,0.3,6%,x,x,-0.1%,x,x,4%,i,22,4%,0.7%
COc1ccccc1/C=N/NC(=O)c1cccc(NC(=O)c2ccccc2Cl)c1,i,0.4,1%,-2.1,1006,-0.4%,-1,5,3%,i,45,-2%,1.0%
O=C(c1ccc(N2C(=O)c3ccccc3C2=O)cc1)N1CCCCC1,i,0.6,12%,x,x,0.8%,x,x,8%,i,19,-2%,2.8%
CCN(CC)S(=O)(=O)c1ccc(C(=O)Nc2c3c(nn2C(C)(C)C)CS(=O)(=O)C3)cc1,i,0.6,10%,-0.2,1051,0.2%,6,7,-5%,i,22,7%,-0.8%
Clc1ccc(Cn2nnc(-c3ccc(CN4CCOCC4)cc3)n2)cc1,i,0.5,3%,-1.0,1198,0.1%,51,60,4%,i,10,9%,21%
COC(=O)C1SCC2C(=O)N(Cc3ccc(F)cc3)CC(=O)N21 (stereo unspecified),i,0.1,11%,-0.1,1034,-0.3%,-19,9,8%,i,60,1%,1.4%
COCCNC(=O)CSc1nc2sc(C)c(C)c2c(=O)n1-c1ccccc1,i,0.1,x,0.2,1238,-0.1%,x,x,7%,i,9,-2%,-0.7%
CCOC(=O)CNc1ncc(C(F)(F)F)cc1Cl,x,x,3%,0.2,1079,0.0%,11,-8,0%,i,32,0%,1.4%
Cc1nnc(SCCN2C(=O)c3ccccc3C2=O)[nH]c1=O,i,1.6,0%,-0.5,1066,-0.1%,4,5,-3%,i,55,10%,1.8%
O=C(NC(=S)NNC(=O)[C@H]1C[C@@H]1c1ccccc1)c1cccc(F)c1,i,0.6,6%,0.8,1075,0.7%,x,x,21%,i,34,-14%,-0.1%
CN(C)c1ccc(C(=O)c2ccc(N(C)C)c(N)c2)cc1N,i,1.5,u,4.9,790,-0.1%,25,20,19µM*,i,40,-1%,3.5%
CCCNC(=S)N1CCC(C(=O)c2ccc(F)cc2)CC1,i,0.3,2%,x,x,-1.0%,x,x,11%,i,64,-1%,4.8%
Cc1ccc(OCCN2CCCC2)cc1,i,0.3,32%,x,x,-0.1%,x,x,15%,i,56,-8%,0.1%
CCC(C)NC(=O)C1c2cc(OC)c(OC)cc2C(=O)N(C)C1c1cccs1 (stereo unspecified),i,0.5,7%,-0.3,1385,-0.5%,1,-1,14%,i,28,-1%,1.2%
CCOC(=O)C1CCN(CCC(=O)Nc2cccc(Cl)c2C)CC1,i,5.6,3%,-0.3,795,-0.4%,3,-1,-1%,i,11,6%,2.5%
O=C(NCc1ccccc1)c1ccc2c(c1)C(=O)N(Cc1ccncc1)C2=O,i,0.9,6%,-0.9,1340,0.1%,-8,-10,-1%,i,43,-9%,0.9%
Cc1ccc(-c2cn3cccnc3n2)cc1NC(=O)c1c(-c2ccccc2Cl)noc1C,i,9.3,4%,4.6,1364,x,6,2,0%,i,11,14%,-0.4%
Cc1ccc(NC(=O)Cn2nc([N+](=O)[O-])c(Br)c2C)cc1C,i,4.4,4%,0.6,1322,1.8%,2,-14,11%,i,22,8%,0.0%
COc1ccc(C2C(C#N)=C(N)Oc3c2c(-c2ccccc2)nn3-c2ccccc2)c(OC)c1OC (stereo unspecified),i,1.3,1%,-4.7,609,-0.8%,4,-11,20%,i,44,6%,14%
Cc1ccc(-n2c(SCC(=O)NCC3CCCO3)nc3ccccc3c2=O)cc1C (stereo unspecified),i,0.8,9%,x,x,x,x,x,3%,i,53,-5%,2.5%
O=C(CCCc1nc2ccccc2s1)NCc1ccccc1,i,0.5,10%,x,x,-0.3%,9,-7,3%,i,16,7%,2.0%
Cc1ccc(C(C)NC(=O)C2CCCC2)cc1C (stereo unspecified),i,0.4,10%,x,x,-0.4%,x,x,1%,i,66,1%,1.1%
CC(C)CCNC(=O)CCCOc1ccccc1,i,0.4,18%,x,x,1.0%,29,12,20%,i,42,6%,2.4%
c1ccc(-c2nc3ccccn3c2NC2CCCC2)nc1,i,0.0,x,1.1,1566,u,68*,51*,35%,i,63,11%,3.5%
COc1ccc(Nc2nc(-c3cccs3)nc3ccccc23)cc1S(=O)(=O)N1CCOCC1,i,0.0,8%,x,x,x,x,x,11%,i,21,x,57%
CCC(c1nnnn1C(C)(C)CC)N(CCCO)Cc1cc2cccc(C)c2[nH]c1=O (stereo unspecified),i,0.4,9%,-2.1,1140,-0.1%,-17,-7,3%,i,30,3%,2.1%
Cc1ccc(C(=O)Nc2c(C(=O)N3CCOCC3)cnn2-c2ccccc2)cc1,i,0.6,5%,-2.4,1106,0.3%,10,2,2%,i,56,-7%,0.4%
O=C(Cc1ccc(F)cc1)NCCc1ccc(F)cc1,i,0.4,9%,x,x,x,8,18,-3%,i,53,4%,1.0%
